Screens from PubChem.
PfHsp40 rescue – compounds rescuing yeast from Plasmodium falciparum HSP40 toxicity | S. cerevisiae expressing PfHsp40, growth rescue, ATP luminescence | growth rescue, % at 12.5 µM | 0.68% of 340,000 active | AID 504582; in the data active means growth rescue above about 28%, passing the limit was not always enough; inconclusive means no clear call, values can overlap the other calls;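 further: yeast W303a lacking pdr1 and pdr3 grown in galactose medium; growth measured after three days at 30 °C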
GDH-TPI counter – counter-screen for M. tuberculosis FBA inhibitors: GDH-TPI coupled enzymes. GDH-TPI coupled enzyme counterscreen, NADH absorbance. inhibition, % at 4.8 µM. 1.2% of 360,000 active. AID 588335; in the data active means inhibition above about 30%;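 further: 0% = DMSO wells and 100% = wells lacking the enzyme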
Mtb FBA inh – Mtb fructose-bisphosphate aldolase inhibition | purified M. tuberculosis FBA, fluorescence read-out | 2.3% of 360,000 active | inhibition, % at 1 µM | P9WQA3; in the data active means inhibition above about 27%;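 further: 0% = vehicle and 100% = reference inhibitor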
Target sequence (P9WQA3 whole entry, looked up): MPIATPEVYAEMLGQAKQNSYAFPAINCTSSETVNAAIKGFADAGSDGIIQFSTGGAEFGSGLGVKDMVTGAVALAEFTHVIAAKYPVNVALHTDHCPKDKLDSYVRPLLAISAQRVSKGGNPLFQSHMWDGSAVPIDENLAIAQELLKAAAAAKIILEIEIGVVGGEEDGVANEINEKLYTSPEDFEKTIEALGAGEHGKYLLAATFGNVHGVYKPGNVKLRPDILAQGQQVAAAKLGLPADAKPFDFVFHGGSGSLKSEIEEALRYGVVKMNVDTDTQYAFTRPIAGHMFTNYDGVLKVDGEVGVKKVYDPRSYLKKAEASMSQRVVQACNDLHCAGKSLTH
Mtb UGM inh – Mtb UDP-galactopyranose mutase inhibition | purified UGM, fluorescence polarization probe displacement | P9WIQ1 | inhibition, % at 10 µM | 0.06% of 320,000 active; in the data active means inhibition above about 10%, passing the limit was not always enough; inconclusive means no clear call, values can overlap the other calls
Target sequence (P9WIQ1 whole entry, looked up): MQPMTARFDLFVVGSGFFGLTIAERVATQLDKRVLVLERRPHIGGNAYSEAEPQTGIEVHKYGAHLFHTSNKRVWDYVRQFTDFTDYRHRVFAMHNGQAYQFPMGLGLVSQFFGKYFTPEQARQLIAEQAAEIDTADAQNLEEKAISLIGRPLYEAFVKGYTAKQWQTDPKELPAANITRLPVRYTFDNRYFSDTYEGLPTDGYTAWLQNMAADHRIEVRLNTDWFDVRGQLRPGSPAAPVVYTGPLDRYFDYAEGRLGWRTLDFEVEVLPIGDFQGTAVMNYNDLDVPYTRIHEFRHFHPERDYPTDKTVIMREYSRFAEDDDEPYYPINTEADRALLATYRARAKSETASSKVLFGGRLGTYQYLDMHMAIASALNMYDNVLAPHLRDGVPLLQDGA
BoNT-F LC inh – blocks Botulinum neurotoxin F light chain protease | AID 588497 | Multiplex microsphere protease cleavage assay, flow cytometry | inhibition, % at 10 µM | 0.22% of 360,000 active; in the data active means inhibition above about 35%, passing the limit was not always enough; inconclusive means no clear call, values can overlap the other calls; further: plate controls were buffer without enzyme for full effect and enzyme alone for no effect
Mtb BioA inh – inhibitors of Mycobacterium tuberculosis BioA enzyme. purified M. tuberculosis BioA enzyme, plate reader. inhibition, % at 9.99 µM. 0.096% of 360,000 active; in the data active means inhibition above about 40%; inconclusive means no clear call, values can overlap the other calls
FadD28 FP inh – blocks FadD28 binding to the bisubstrate probe; fluorescence polarization; inhibition, % at 12.5 µM; 0.22% of 360,000 active; AID 588549; in the data active means inhibition above about 8.5%, passing the limit was not always enough; inconclusive means no clear call, values can overlap the other calls
Anthrax LF prot – inhibitors of Bacillus anthracis lethal factor protease. inhibition, % at 10 µM. P15917. multiplex microsphere protease cleavage assay, LF. 0.12% of 360,000 active; further: plate controls were buffer without enzyme for full effect and enzyme alone for no effect
BoNT A protease – inhibitors of Botulinum neurotoxin A light chain protease. multiplex microsphere protease substrate cleavage, flow cytometry. inhibition, % at 10 µM. 0.17% of 360,000 active; further: plate controls were buffer without enzyme for full effect and enzyme alone for no effect
* marks the source's active call; other numbers are inactive results; ? = inconclusive; . = not tested or not shown; + = active, no number. Unless noted, no stated cut-off is given here; in the data, active means inhibition above about 30%; inconclusive means no clear call, values can overlap the other calls; inactive means below that. Compounds as they come, and some 4.7% of all compounds hit somewhere here.

SMILES	PfHsp40 rescue	GDH-TPI counter	Mtb FBA inh	Mtb UGM inh	BoNT-F LC inh	Mtb BioA inh	FadD28 FP inh	Anthrax LF prot	BoNT A protease
O=C(CN1C(=O)S/C(=C/c2ccncc2)C1=O)N1CCOCC1	-1.4	20	-1	-1.0	-5	-0.7	-3.9	-2	-1.0
Clc1cccc(N/N=C/c2ccc(N3CCOCC3)s2)c1	4.1	10	1	-0.5	-19	.	-2.5	-5	-0.6
CCCC(=O)c1c(NC(C)C)cc(C)oc1=O	-0.7	4	-1	4.1	12	-0.6	-0.9	1	1.1
COc1ccccc1NC(=S)N(Cc1cccnc1)Cc1ccco1	-0.2	5	-2	2.0	-8	2.4	-4.5	-6	-0.1
O=C(N/C(=C/c1ccc(F)cc1)C(=O)N1CCOCC1)c1ccccc1	-0.8	6	3	.	?	-2.2	-1.6	?	?
O=C(Nc1ccccc1)Nc1ccc2ccccc2n1	-1.6	14	2	-0.1	-1	-0.4	-0.8	3	-2.4
CN(Cc1cn(C)nc1-c1ccccc1F)C1CCOC1 (configuration not stated)	-0.8	-6	0	0.3	-9	.	1.3	-3	-1.4
COCCNC(=O)c1cc2c3ccccc3n(C)c2s1	-0.1	47*	3	-1.9	32	1.9	-0.4	6	?
CCCN1CCc2cccc3c2[C@H]1Cc1ccc(O)c(O)c1-3	0.0	12	9	2.8	-31	-0.2	-1.4	-29	-1.2
O=C(O)c1ccc(N2C(=O)C3C4c5ccccc5C(Br)(c5ccccc54)C3C2=O)cc1 (configuration not stated)	?	4	-2	2.5	3	.	-0.9	1	-0.8
Cc1nn(C)c(=O)c(N)c1-c1cc(-c2ccc(Cl)c(Cl)c2)n[nH]1	.	5	1	2.5	.	-0.7	-2.2	.	.
N=c1c(S(=O)(=O)c2ccc(Cl)cc2)cc2c(=O)n3ccccc3nc2n1CC1CCCO1 (configuration not stated)	-0.3	1	23	-2.2	11	-2.3	1.8	3	0.7
O=C(CN1CCN(C(=O)c2cncn2-c2ccccc2)CC1)Nc1ccccc1Cl	0.5	3	9	-2.0	-6	1.8	-0.2	-2	-0.3
CN(C)CCCN(C(=O)c1nc2ccccc2s1)c1nc2ccc(F)cc2s1	-0.4	5	1	-1.7	-9	0.2	-0.5	14	-1.5
CCCNC(=O)NC(=O)CSc1nnc(C)n1N	3.4	-13	7	3.5	9	2.4	-0.5	0	-0.2
CCn1c(C)nc2cc(C(=O)NNC(=S)NC(=O)c3ccccc3)ccc21	2.0	7	-2	3.2	10	.	-1.4	-1	-0.5
CN1C(=O)/C(=C\c2cc(Br)cs2)c2ccccc21	-0.4	9	0	0.4	-5	.	-0.7	-7	-0.9
CCOC(=O)C1(C)CCCN(C(=O)c2ccc(C#N)cc2)C1 (configuration not stated)	.	2	-1	.	-1	-1.3	-1.7	-7	-0.2
CCc1nnc(NC(=O)c2ccc3ccccc3n2)s1	-1.1	2	5	1.5	0	0.7	-0.6	-1	-0.4
OC(Cc1cccnc1)(Cc1cccnc1)c1cc2ccccc2[nH]1	0.2	10	3	-3.9	-14	.	-0.5	-4	-1.5
O=C(NC(=S)Nc1cccc(C(F)(F)F)c1)c1ccc2nonc2c1	.	-2	3	1.7	.	-0.1	-0.8	.	.
CCN(CC)S(=O)(=O)c1ccc(N2CCOCC2)c(NS(=O)(=O)c2ccc(C)c(C)c2)c1	-1.1	-3	0	0.6	-3	.	-2.9	-1	0.0
CCOc1ccccc1NC(=O)CCn1c(=O)oc2ccccc21	0.7	5	0	-2.4	3	2.1	-2.9	4	0.3
CC12C(=O)N(c3cccc4cccnc34)C(=O)C1C1C=CC2C1 (configuration not stated)	1.0	-6	0	-2.3	-8	4.1	-2.2	-10	-0.5
Cc1ccnc(SCc2cc(=O)c(OC(=O)c3ccc(S(=O)(=O)N4CCCC4)cc3)co2)n1	0.9	11	-1	2.3	5	-1.0	-2.9	3	0.2
Cc1[nH]c2ccccc2c1CCN(Cc1cccs1)C(=S)Nc1ccccc1	0.6	0	5	1.5	-9	-3.0	-1.4	-1	-1.8
COc1cc(=O)[nH]c(SC(C)C(=O)Nc2cccc3ccccc23)n1 (configuration not stated)	0.0	-1	2	2.6	-11	-0.7	-4.0	-3	-1.3
COC(=O)c1sccc1N/N=C/c1cccc(OC)c1O	0.1	-2	-6	0.0	-2	-0.2	-1.4	0	-1.1
O=C(COc1ccccc1)N(Cc1cccs1)C1CCS(=O)(=O)C1 (configuration not stated)	-2.3	0	0	-2.3	?	.	0.9	-13	?
CCC1(C)Cc2ccccc2C(Nc2c(C)n(C)n(-c3ccccc3)c2=O)=N1 (configuration not stated)	-0.3	4	-1	1.1	-4	-0.8	0.7	-3	0.8
O=C(CSc1nc2[nH]ncc2c(=O)[nH]1)c1ccccc1	-1.7	4	-5	-1.4	0	.	-2.5	2	0.0
CC1(C)Cc2cccc(OCC(O)CNCc3ccccn3)c2O1 (configuration not stated)	-0.7	0	0	0.4	8	-1.1	-1.6	-8	-1.4
O=C(O)C1C2C=CC(C2)C1C(=O)Nc1ccc(C(=O)N2CCCCC2)c(Cl)c1 (configuration not stated)	-0.6	-3	2	0.3	-21	-1.3	-2.0	-10	-2.6
O=C(c1ccccc1Br)N1N=C(c2ccccc2)CC1c1ccccc1F (configuration not stated)	0.4	-3	0	0.4	12	-0.4	-0.3	4	-3.2
Cc1ccc(OCCNC(=O)Cn2cnc3c(=O)n(C)c(=O)n(C)c32)cc1C	0.7	4	3	-0.8	-3	-2.0	-0.7	-2	-1.2
CCc1ccc(OC(C)C(=O)N(Cc2ccccc2)C2CCS(=O)(=O)C2)cc1 (configuration not stated)	-0.1	-2	-1	2.6	-24	.	-1.0	-6	-4.3
COc1ccc(N(CN2C(=O)c3ccccc3C2=O)C(=O)C(C)C)cc1	0.1	-1	0	-2.1	-2	-2.0	-2.8	-3	-0.1
CCC(=O)OCC(=O)Nc1ccc([N+](=O)[O-])cc1OC	0.2	6	-2	2.8	-11	.	0.5	-4	-0.5
O=C(NCc1ccc2c(c1)OCO2)Nc1ccc([N+](=O)[O-])cc1	-2.4	12	-1	2.2	1	-0.7	-4.5	-1	0.6
CC1CCCC(C)N1CCNC(=O)Nc1ccc(Cl)cc1 (configuration not stated)	1.4	4	1	1.4	3	-1.1	-3.4	-7	3.2
CC(C)(C)c1ccc(C(=O)NCC(=O)N/N=C/c2ccccc2OCC(=O)O)cc1	-0.3	8	-2	0.4	5	.	-1.1	-1	0.2
C/C(CC(=O)Nc1ccc2c(c1)OCCO2)=N\NC(=O)c1ccccc1F	-0.8	7	-3	-1.6	0	-0.2	0.6	-2	1.2
O=C(COC(=O)C1CCN(S(=O)(=O)c2cccs2)CC1)c1ccccc1	-0.8	-7	1	.	0	-2.1	-1.0	-4	-1.0
CN(Cc1ccccc1)C(=O)COC(=O)COc1ccc(C#N)cc1	-0.9	1	0	0.5	-6	-2.7	-3.0	-3	-1.3
CC(=O)N(Cc1ccccc1)c1ccccc1C(=O)O	0.0	0	2	1.7	-5	-3.5	-0.6	-3	-1.3
Cc1ccc(S(=O)(=O)N2CCN(c3ccc4nnc(-c5ccccc5)n4n3)CC2)cc1	0.7	-3	5	.	4	0.5	-0.8	6	0.1
O=C(NNC(=O)c1cccs1)c1cccc(F)c1	-0.5	2	2	1.3	-21	-0.9	-1.8	2	-0.7
O=S(=O)(NCC1CCCO1)c1cc(Br)c(Br)s1 (configuration not stated)	0.4	9	1	.	0	0.0	-2.3	-2	1.0

14 compounds from above, sorted by heavy-atom count, highest first:
SMILES	PfHsp40 rescue	GDH-TPI counter	Mtb FBA inh	Mtb UGM inh	BoNT-F LC inh	Mtb BioA inh	FadD28 FP inh	Anthrax LF prot	BoNT A protease
CCN(CC)S(=O)(=O)c1ccc(N2CCOCC2)c(NS(=O)(=O)c2ccc(C)c(C)c2)c1	-1.1	-3	0	0.6	-3	.	-2.9	-1	0.0
O=C(O)c1ccc(N2C(=O)C3C4c5ccccc5C(Br)(c5ccccc54)C3C2=O)cc1 (configuration not stated)	?	4	-2	2.5	3	.	-0.9	1	-0.8
O=C(CN1CCN(C(=O)c2cncn2-c2ccccc2)CC1)Nc1ccccc1Cl	0.5	3	9	-2.0	-6	1.8	-0.2	-2	-0.3
CCC1(C)Cc2ccccc2C(Nc2c(C)n(C)n(-c3ccccc3)c2=O)=N1 (configuration not stated)	-0.3	4	-1	1.1	-4	-0.8	0.7	-3	0.8
CCn1c(C)nc2cc(C(=O)NNC(=S)NC(=O)c3ccccc3)ccc21	2.0	7	-2	3.2	10	.	-1.4	-1	-0.5
O=C(N/C(=C/c1ccc(F)cc1)C(=O)N1CCOCC1)c1ccccc1	-0.8	6	3	.	?	-2.2	-1.6	?	?
O=C(NC(=S)Nc1cccc(C(F)(F)F)c1)c1ccc2nonc2c1	.	-2	3	1.7	.	-0.1	-0.8	.	.
CC1(C)Cc2cccc(OCC(O)CNCc3ccccn3)c2O1 (configuration not stated)	-0.7	0	0	0.4	8	-1.1	-1.6	-8	-1.4
Cc1nn(C)c(=O)c(N)c1-c1cc(-c2ccc(Cl)c(Cl)c2)n[nH]1	.	5	1	2.5	.	-0.7	-2.2	.	.
CCOC(=O)C1(C)CCCN(C(=O)c2ccc(C#N)cc2)C1 (configuration not stated)	.	2	-1	.	-1	-1.3	-1.7	-7	-0.2
COC(=O)c1sccc1N/N=C/c1cccc(OC)c1O	0.1	-2	-6	0.0	-2	-0.2	-1.4	0	-1.1
CC(=O)N(Cc1ccccc1)c1ccccc1C(=O)O	0.0	0	2	1.7	-5	-3.5	-0.6	-3	-1.3
O=C(NNC(=O)c1cccs1)c1cccc(F)c1	-0.5	2	2	1.3	-21	-0.9	-1.8	2	-0.7
O=S(=O)(NCC1CCCO1)c1cc(Br)c(Br)s1 (configuration not stated)	0.4	9	1	.	0	0.0	-2.3	-2	1.0

(continued)
SMILES	PfHsp40 rescue	GDH-TPI counter	Mtb FBA inh	Mtb UGM inh	BoNT-F LC inh	Mtb BioA inh	FadD28 FP inh	Anthrax LF prot	BoNT A protease
COCCN(C(=O)c1ccccc1F)c1nc(-c2ccc(OC)cc2)cs1	-1.9	-2	0	-0.3	?	-1.0	-2.8	-9	2.8
COc1cccc(C(O)c2nc(-c3ccccc3C)cs2)c1 (configuration not stated)	.	1	0	.	0	-1.7	-2.9	-2	-0.3
Cc1ccc(C(=O)O)cc1NC(=O)CCc1c(C)noc1C	.	3	3	.	-7	-0.9	-2.3	-8	-0.1
COC(=O)N1CCC2CC1c1c(Cl)cccc12 (configuration not stated)	.	.	0	.	3	1.8	-1.4	-10	0.0
Cc1ccc(CNC(=O)c2cc3c(=O)n(C)c4ccccc4c3n2C)cc1	-0.8	10	2	0.0	-8	-1.7	-0.6	-5	-0.5
Oc1c(C=Nc2ccccc2)sc(=S)n1Cc1ccccc1	0.0	-2	-3	3.9	-1	.	-1.0	21	21
N#Cc1c(-c2cccnc2)cc(-c2ccccc2)nc1N	.	9	+	-3.2	3	-0.9	0.6	-3	0.9
CCOC(=O)c1c(NC(=O)COC(=O)c2cccnc2OCC)sc(C(=O)N(CC)CC)c1C	-0.5	10	3	1.4	1	-0.9	-1.2	-5	0.7
